High-throughput results from PubChem.
IL1B secr inh: qHTS for Inhibitors of Inflammasome Signaling: IL-1-beta AlphaLISA Primary Screen; THP-1 LPS/ATP IL-1B secretion, AlphaLISA, 16 h; active compounds read low; activity change, % at 57.5 µM; 360,000 tested, 4.7% active; AID 743279, 2014; in the data active means activity change below about -50%; inconclusive means mostly about -30% to -49%; further: on the % scale 0 is the no-effect control and ±100 the full control effect
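THP-1 cells pretreated 1 hr with compounds (up to 57.5 uM final), then stimulated with LPS (250 ng/mL final) plus ATP (1.25 mM final); secreted IL-1B measured by AlphaLISA after 16 hr, decreased signal indicating inhibition.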
A549 viability: Nrf2 qHTS screen for inhibitors: counterscreen for cytotoxicity | A549 ARE-Fluc cells, CellTiter-Fluor viability, 18-24 h | Potency, µM (series often up to 46 µM), for the others: at the highest dose activity change, negative = cytotoxicity, most hits filed as inhibitors | 390,000 tested, 0.16% active | AID 504648, 2011; further: potency means the concentration at half of the fitted maximal effect; on the % scale 0 is the no-effect control and ±100 the full control effect
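A549 ARE_Fluc cells in 5% FBS OPTI-MEM were exposed to compounds in concentration-response for 18-24 h at 37 deg C. Viability was read by CellTiter-Fluor fluorescence (Ex 405/Em 525) after 30 min, before the luciferase read.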
Nrf2 block: Nrf2 qHTS screen for inhibitors; A549 ARE-Fluc reporter, luciferase luminescence, 18-24 h; Potency, µM (highest dose often 46 µM), without a hit: at the highest dose activity change, negative = inhibition, usual class: inhibitors; 360,000 tested, 2.1% active; AID 504444, 2011; further: potency means the concentration at half of the fitted maximal effect; on the % scale 0 is the no-effect control and ±100 the full control effect; nearly all actives have a fitted effect of over 60% in size
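In this cell-based qHTS, ARE-driven firefly luciferase in A549 cells reports Nrf2 activity; the luminescent signal after BugLite lysis is the measured value, with a prior CellTiter-Fluor read for cell health.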
S2 tox: Viability Counterscreen for Primary qHTS for Inhibitors of ATXN expression; S2 cells (HEK-293 line with an ATXN2-luciferase reporter) viability, CellTiter-Fluor protease fluorescence, 24 h; Potency, µM (top dose mostly 56.7 µM), hits mostly cytotoxic; 400,000 tested, 0.49% active; AID 651635, 2014; further: potency means the concentration at half of the fitted maximal effect; nearly all actives have a fitted effect of over 40% in size
MCF10A rerep: A quantitative high throughput screen for small molecules that induce DNA re-replication in MCF 10a normal breast cells; 350,000 tested, 2.9% active; MCF 10A DNA re-replication, Hoechst nuclear intensity, 48 h; Potency, µM (top dose mostly 46.1 µM), for inactives: top-dose activity, positive = re-replication, usual class: activators; further: potency means the concentration at half of the fitted maximal effect; % of control where 0% means no effect; nearly all actives have a fitted effect of over 50% in size
TGFb SMAD3 inh: qHTS for Inhibitors of TGF-b; AID 588855, 2011; Potency, µM (doses to about 46.1 µM), inactives show at the highest dose activity, negative = inhibition, most hits filed as inhibitors; 410,000 tested, 1.2% active; HepG2 CAGA-GFP TGF-b/SMAD3 reporter, GFP fluorescence, 18 h; TGF-beta stimulated, 500 pg/mL final; further: potency means the concentration at half of the fitted maximal effect; on the % scale 0 is the no-effect control and ±100 the full control effect; nearly all actives have a fitted effect of over 65% in size
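First, reporter cells (HEPG2 CAGA-GFP) rested 2 h at 37 degrees C. Next, compounds were pinned in and TGF-beta added to 500 pg/mL final. After 18 h, GFP was imaged per cell and summed per well.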
Nrf2 ARE act: qHTS of Nrf2 Activators; AREc32 ARE-luciferase reporter (MCF7-derived line), luminescence, 24 h; Potency, µM (highest dose often 46.1 µM), without a hit: at the top dose activation, actives largely listed as activators; 410,000 tested, 0.31% active; further: potency means the concentration at half of the fitted maximal effect; % of control where 0% means no effect; nearly all actives have a fitted effect of over 65% in size
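Steps: seed AREc32_Fluc cells (1000/well, 5% FBS OPTI-MEM); incubate overnight at 37 deg C; add 23 nL compound; incubate 24 hr; add Steady-Glo; hold 30 min RT; read luminescence.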
HepG2 viability: qHTS for Inhibitors of TGF-b: Cytotox Counterscreen. HepG2 CAGA-GFP viability, ATP luminescence, 18 h. Potency, µM (highest dose often 46.1 µM), for the others: top-dose activity change, negative = cytotoxicity, hits mostly cytotoxic. 410,000 tested, 0.76% active; further: potency means the concentration at half of the fitted maximal effect; some results filed as inactive show a strong effect at the top dose
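CellTiter-Glo luminescence gave cytotoxicity after 18 hours at 37 degrees C. The cells were HepG2 CAGA-GFP in 1% FBS DMEM, stimulated with 500 pg/mL TGF-beta after compound addition. %Activity was normalised to no-cell wells (complete cell-killing) and DMSO (no toxicity), and curves were fitted and classified.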
ATXN2 expr inh: Primary qHTS for Inhibitors of ATXN expression. HEK-293 ATXN2-luciferase reporter, luminescence, 24 h. Potency, µM (doses to about 57 µM), for inactives: at the highest dose activity change, negative = inhibition, most hits filed as inhibitors. 360,000 tested, 0.72% active; further: potency means the concentration at half of the fitted maximal effect; on the % scale 0 is the no-effect control and ±100 the full control effect; nearly all actives have a fitted effect of over 55% in size
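ATXN2-luciferase reporter cells (luciferase flanked by upstream and downstream ATXN2 gene portions) were treated 24 h at 37 °C with compounds at up to 57 uM. SteadyGlo luminescence gave expression; GF-AFC fluorescence gave viability.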
Numbers without * were called inactive; i = inactive; ? = inconclusive; · = not tested or not shown; [ ] = remark or other dose. Unless noted, the call rests on the fitted dose curve; in most records, active means well fitted curve in the direction sought with a large enough effect; inconclusive means small, poorly fitted or top-dose-only effect, or another doubt; inactive means no such curve, though single readings can be large; an effect the other way counts as inactive or inconclusive. The order is random; 8.8% or so of the library scored in one or more.

1	c1ccc(-n2nnnc2-c2cccc3ccccc23)cc1
2	Cc1ccc(C)c(N2CCN(C(=O)C3CCN(c4nc5ccc(C)cc5[nH]4)CC3)CC2)c1
3	CCNC(=S)N1CCN(S(=O)(=O)/C=C/c2ccccc2)CC1
4	C/C(=C\C(=O)c1ccc(Cl)s1)N(C)C
5	O=C(Oc1ccccc1[N+](=O)[O-])c1cccnc1
6	COCCc1nc2ccc(C(=O)N(C)Cc3cccc(-n4cccn4)c3)cc2o1
entry no.	1	2	3	4	5	6
HepG2 viability	-18%	-77%	9%	-20%	-3%	-26%
TGFb SMAD3 inh	-29%	0%	5%	5%	0%	?
ATXN2 expr inh	-15%	·	-14%	5%	-4%	42%[activator]
A549 viability	-7%	?	1%	0%	7%	-11%
MCF10A rerep	23µM*	·	1%	3%	12%	6%
S2 tox	i	·	i	i	i	i
Nrf2 block	12%	·	-30%	7%	4%	?
Nrf2 ARE act	-0.7%	-0.3%	1.3%	0.2%	2.5%	2.4%
IL1B secr inh	30	·	5	-4	20	-8

7	COc1ccc(Cl)cc1NC(=O)CN1C(=O)COc2ccc(S(=O)(=O)NC3CCCC3)cc21
8	CCNc1nc(NCC)n2c(SCc3nc4ccccc4c(=O)[nH]3)nnc2n1
9	NC(=O)c1ccc(NCC2COc3ccccc3O2)c([N+](=O)[O-])c1 (stereo unspecified)
10	Cc1cccc(-c2noc(CN(C(C)C)S(=O)(=O)c3ccc(F)cc3)n2)c1
11	COC(=O)C1(C(O)C(=O)c2ccc(C)cc2C)CCCCC1 (stereo unspecified)
12	Cc1c(C(=O)Nc2ccccc2Cl)oc2ccc(S(=O)(=O)N3CCC4(CC3)OCCO4)cc12
entry no.	7	8	9	10	11	12
HepG2 viability	-21%	-4%	21%	4%	-4%	-3%
TGFb SMAD3 inh	?	-24%	6%	-2%	11%	-13%
ATXN2 expr inh	-17%	-1%	14%	-1%	-32%	-2%
A549 viability	?	-4%	-16%	1%	-11%	1%
MCF10A rerep	·	1%	-21%	28%	?	4%
S2 tox	?	i	i	i	i	i
Nrf2 block	-3%	9%	?	·	-9%	-5%
Nrf2 ARE act	4.0%	-0.6%	3.4%	-0.3%	-0.9%	0.3%
IL1B secr inh	·	15	-10	5	-15	13

Record cards (already shown).
`Cc1ccc(C)c(N2CCN(C(=O)C3CCN(c4nc5ccc(C)cc5[nH]4)CC3)CC2)c1` in the list: HepG2 viability = -77%; TGFb SMAD3 inh = 0%; ATXN2 expr inh = ·; A549 viability = ?; MCF10A rerep = ·; S2 tox = ·; Nrf2 block = ·; Nrf2 ARE act = -0.3%; IL1B secr inh = ·
`C/C(=C\C(=O)c1ccc(Cl)s1)N(C)C` in the list: HepG2 viability = -20%; TGFb SMAD3 inh = 5%; ATXN2 expr inh = 5%; A549 viability = 0%; MCF10A rerep = 3%; S2 tox = i; Nrf2 block = 7%; Nrf2 ARE act = 0.2%; IL1B secr inh = -4

Next part:
13	Clc1cccc(-c2nnc(SCc3nc4ccccc4[nH]3)n2Cc2ccco2)c1
14	COc1ccc(C2=NOC(Cn3nc(C(=O)NCc4cccc(Br)c4)cc3-c3ccccc3)C2)cc1 (stereo unspecified)
15	Brc1ccc(-c2cn3cc(Cc4ccccc4)sc3n2)cc1
16	Cc1cc(C)cc(Oc2ncnc3c2ncn3Cc2c(Cl)cccc2Cl)c1
17	COc1ccccc1N1CCN(C(=O)c2ccc3c(c2)N(Cc2cc(C)ccc2C)C(=O)c2ccccc2S3(=O)=O)CC1
18	Fc1ccc(-c2nc(Nc3cccc(C(F)(F)F)c3)nc3c2COc2ccccc2-3)cc1
entry no.	13	14	15	16	17	18
HepG2 viability	-20%	-5%	-8%	-24%	0%	0%
TGFb SMAD3 inh	-8%	-1%	-8%	-3%	·	-9%
ATXN2 expr inh	-26%	7%	47%[activator]	-12%	·	10%
A549 viability	-17%	-8%	0%	3%	-2%	?
MCF10A rerep	?	?	·	28%	·	·
S2 tox	i	i	?	i	·	i
Nrf2 block	-20%	-8%	?	·	-17%	?
Nrf2 ARE act	2.7%	-0.3%	1.2%	-0.4%	4.2%	-0.4%
IL1B secr inh	-27	-1	·	?	·	·

19	COCCN1C=C(C(=O)OC)C(c2ccccc2C(F)(F)F)C(C(=O)OC)=C1
20	FC(F)(F)c1ccc(-c2cccc3c2C2CC3CCN2Cc2ccccc2)cc1 (stereo unspecified)
21	FC(F)(F)c1cc(C(F)(F)F)n2nc(-c3sccc3-n3cccc3)cc2n1
22	O=C(Nc1ccc(N2CCOCC2)cc1)c1ccc(S(=O)(=O)NCc2ccco2)cc1
23	O=C(CSc1nnc(COc2cccc3cccnc23)o1)N1CCCC1
24	NNC(=O)c1ccc(Cn2cc(Br)cn2)o1
entry no.	19	20	21	22	23	24
HepG2 viability	18%	-6%	3%	-1%	5%	-9%
TGFb SMAD3 inh	-13%	3%	-8%	-1%	-2%	9%
ATXN2 expr inh	8%	-2%	8%	-9%	-21%	·
A549 viability	10%	2%	-12%	0%	-1%	0%
MCF10A rerep	16µM*	2%	-4%	-1%	0%	-2%
S2 tox	·	i	i	i	i	i
Nrf2 block	-5%	-6%	15%	4%	-8%	5%
Nrf2 ARE act	0.2%	-0.5%	2.3%	0.8%	-0.1%	4.5%
IL1B secr inh	-6	41	26	11	14	6

25	OCC[C@@H]1C[C@H](O)[C@@H](O)[C@@]2(OCc3cc(Cl)ccc32)O1
26	CCOc1cc(OCC)cc(C(=O)N2CCC[C@H]2C(=O)N2CCC[C@H]2C(=O)N[C@H](C)c2ccccc2)c1
27	Cc1cc(=O)n2[nH]c(-c3ccsc3-n3c(C)ccc3C)cc2n1
28	CC(=O)c1c(C)[nH]c(C(=O)COC(=O)CCCOc2ccccc2)c1C
29	COc1ccc(CNC(=O)Cn2nc(Cc3cccnc3)c3ccccc3c2=O)cc1
30	COc1cc2c(cc1OC)C(C)N(C(=O)c1c(C)noc1C)CC2 (stereo unspecified)
entry no.	25	26	27	28	29	30
HepG2 viability	-18%	·	-12%	-22%	-4%	-1%
TGFb SMAD3 inh	-6%	·	?	5%	7%	7%
ATXN2 expr inh	-4%	-4%	-11%	·	7%	·
A549 viability	·	·	-5%	5%	3%	0%
MCF10A rerep	·	·	1%	-9%	-3%	9.2µM*
S2 tox	i	i	i	i	i	?
Nrf2 block	·	·	7%	4%	0%	0%
Nrf2 ARE act	-0.3%	0.0%	1.8%	0.2%	0.1%	-0.5%
IL1B secr inh	19	9	-4	8	-23	4

31	COc1ccc(NC(=O)C2=NN(C3CCS(=O)(=O)C3)C(=O)CC2)cc1S(N)(=O)=O (stereo unspecified)
32	O=C(c1ccccc1NS(=O)(=O)c1ccc(F)cc1)N1CCCC1
33	CCOC(=O)c1cc(-c2ccc(C)cc2)n(CCC(=O)NCCN(C)C)c1C
34	CCN(CC)S(=O)(=O)c1ccc2c(c1)N(CC(=O)N1CCN(c3cc(Cl)ccc3C)CC1)C(=O)CO2
35	CCOC(=O)[C@H]1[C@H]2COc3ccc(OC)cc3[C@@H]2N2C(=O)CN(Cc3ccc(Cl)cc3)C(=O)[C@@]12C
36	O=C(Nc1ccc(Oc2ccc(S(=O)(=O)N3CCOCC3)cn2)cc1)c1ccco1
entry no.	31	32	33	34	35	36
HepG2 viability	-9%	14%	-8%	-32%	1%	-9%
TGFb SMAD3 inh	-4%	5%	15%	-12%	-30%	7%
ATXN2 expr inh	0%	-23%	-16%	-1%	12%	-4%
A549 viability	-1%	-2%	-5%	13%	-5%	0%
MCF10A rerep	-2%	-1%	22%	·	6%	4%
S2 tox	i	i	i	i	i	i
Nrf2 block	-2%	·	2%	·	28%	?
Nrf2 ARE act	-0.9%	0.1%	0.3%	-1.1%	0.4%	0.0%
IL1B secr inh	9	0	-4	·	-8	-4

37	CC(=O)c1cc(-c2ccccc2)n(CC(=O)N2CCC(C)CC2)c1C
38	COc1ccc(C(C)C)cc1S(=O)(=O)N1CCC(C(=O)NCC2CCCO2)CC1 (stereo unspecified)
39	Cc1ccc(S(=O)(=O)N2CCOCC2)cc1C(=O)N(Cc1nnc(-c2ccccc2Cl)o1)C1CC1
40	CC1=NN(C(C#N)c2cccc([N+](=O)[O-])c2)C(C)(C)C1 (stereo unspecified)
41	COc1cccc(C2CC(=O)N3CN(c4ccccc4F)CSC3=C2C#N)c1 (stereo unspecified)
42	Cc1cc2occ(CC(=O)NC3CCCc4ccccc43)c2cc1C (stereo unspecified)
43	CC1(C)CC(=O)C=C(c2ccc(Cl)c(C(F)(F)F)c2)C1
44	CCOc1ccc2[nH]cc(S(=O)(=O)c3ccc(F)cc3)c(=O)c2c1
entry no.	37	38	39	40	41	42	43	44
HepG2 viability	4%	-1%	-21%	0%	-1%	-19%	-23%	-6%
TGFb SMAD3 inh	-19%	-29%	2%	5%	-19%	-12%	?	-10%
ATXN2 expr inh	3%	7%	-4%	1%	9%	-8%	-4%	5%
A549 viability	6%	0%	-4%	-1%	5%	10%	0%	-3%
MCF10A rerep	5%	0%	14%	3%	4%	12%	85%	0%
S2 tox	i	i	?	i	i	i	i	i
Nrf2 block	4%	3%	?	9%	8%	-11%	4%	-23%
Nrf2 ARE act	1.8%	-0.1%	2.8%	6.7%	-0.4%	0.6%	2.4%	-0.7%
IL1B secr inh	2	0	6	-8	7	2	21	30
